Bioassay records deposited in PubChem BioAssay by several laboratories.
KLK5 inh = inhibitors of human kallikrein 5 | recombinant hK5, fluorogenic AMC substrate cleavage | inhibition, % at 5 µM | 210,000 compounds, 0.59% hits;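 active = inhibition of 40% or more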;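 note: 0% = enzyme controls without compound and 100% = no-enzyme blanks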
eIF4E-4G inh = blocks eIF4E binding to eIF4G | P63073+Q04637 | TR-FRET eIF4E-eIF4GI(517-606) binding, 2 h | 220,000 compounds, 0.37% hits | inhibition, % at 21.7 µM;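 note: 0% = full FRET control wells and 100% = background wells lacking eIF4GI fragment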
EBV gp42 block = inhibitors of Epstein-Barr virus glycoprotein 42; Fluorescence polarization binding assay, mP read-out; 220,000 compounds, 0.42% hits; inhibition, % (tested at 21.74 µM); Q1HVG2; AID 1085; in the data active = inhibition above about 50%
Target sequence (Q1HVG2 whole entry, looked up): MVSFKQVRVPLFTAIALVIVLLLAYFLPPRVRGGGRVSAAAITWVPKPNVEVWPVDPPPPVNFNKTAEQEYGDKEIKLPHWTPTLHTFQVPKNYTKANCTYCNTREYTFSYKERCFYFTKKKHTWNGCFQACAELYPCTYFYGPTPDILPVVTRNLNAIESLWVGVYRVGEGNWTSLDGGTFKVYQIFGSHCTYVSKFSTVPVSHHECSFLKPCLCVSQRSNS
NCF1 inh = p47phox (human) inhibition; p47phox/p22phox peptide binding, fluorescence polarization, 2 h; inhibition, % at 24.7 µM; 220,000 compounds, 0.53% hits;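 note: 0% = p47phox with labelled peptide and 100% = labelled peptide alone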
Furin inhibitor = human furin inhibition; purified furin, fluorogenic substrate cleavage; inhibition, % at 30 µM; 220,000 compounds, 0.061% hits; AID 463115; in the data active = inhibition above about 25%; note: inactives centre near -15
Target sequence (P09958 108-714 limits assumed): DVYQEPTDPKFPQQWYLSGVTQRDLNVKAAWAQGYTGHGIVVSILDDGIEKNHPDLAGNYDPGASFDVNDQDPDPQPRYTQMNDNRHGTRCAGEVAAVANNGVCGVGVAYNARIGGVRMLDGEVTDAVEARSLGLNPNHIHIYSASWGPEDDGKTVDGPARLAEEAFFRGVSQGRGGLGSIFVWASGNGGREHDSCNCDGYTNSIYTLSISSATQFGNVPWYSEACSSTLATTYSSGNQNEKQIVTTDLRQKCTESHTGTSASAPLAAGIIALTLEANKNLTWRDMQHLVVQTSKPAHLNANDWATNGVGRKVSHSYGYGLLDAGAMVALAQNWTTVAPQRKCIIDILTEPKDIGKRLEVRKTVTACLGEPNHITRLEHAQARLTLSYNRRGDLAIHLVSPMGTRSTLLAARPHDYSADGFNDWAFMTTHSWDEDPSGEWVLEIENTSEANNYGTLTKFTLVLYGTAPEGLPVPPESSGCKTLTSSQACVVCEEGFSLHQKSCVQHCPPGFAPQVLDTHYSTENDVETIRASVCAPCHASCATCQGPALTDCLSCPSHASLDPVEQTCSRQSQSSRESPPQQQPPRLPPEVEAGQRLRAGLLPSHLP
Rad51 HR inh = Rad51 (human) homologous recombination inhibition; 200,000 compounds, 0.085% hits; AID 1385; hRad51 DNA strand exchange, fluorescence dequenching; inhibition, % at 10 µM;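 active = inhibition above 40% at the single screening dose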;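 note: 0% = DMSO control wells and 100% = blanks with heterologous ssDNA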
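Read-out basis: percent inhibition relative to plate controls and blanks / Assay system: human Rad51 nucleoprotein filaments preassembled on unlabelled ssDNA / Timing: filaments 15 min 37 °C, then compound 30 min / Control set: per-plate controls and blanks / Technique: fluorescence dequenching at 485/520 nm / Compound: 10 µM final, single point / Also added: Fluorescein- and BHQ1-tagged 47-mer duplex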
14-3-3 Bad PPI = disrupts binding of bovine 14-3-3 zeta to phospho-Bad peptide. P63103. TR-FRET 14-3-3zeta/Dy647-pBad peptide displacement, 1 h. inhibition, % at 21.7 µM. 220,000 compounds, 0.71% hits. AID 781;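 active = inhibition above about 70%, limit read from the data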;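 note: 0% = full 14-3-3 plus peptide FRET controls and 100% = background without 14-3-3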
Target sequence (P63103 whole entry, looked up): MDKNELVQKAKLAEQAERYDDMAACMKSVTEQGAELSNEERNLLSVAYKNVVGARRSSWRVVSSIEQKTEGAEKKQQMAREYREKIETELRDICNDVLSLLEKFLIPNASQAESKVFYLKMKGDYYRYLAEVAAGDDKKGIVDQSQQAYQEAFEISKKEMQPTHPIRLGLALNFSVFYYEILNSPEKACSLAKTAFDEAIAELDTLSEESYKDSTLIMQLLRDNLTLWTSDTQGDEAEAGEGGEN
KCC2 mod = KCC2 (human) Cl- transport modulation. Q9H2X9. B-score of Tl+ flux slope (higher = more flux/activation; lower = inhibition) at 10 µM. KCC2 cells, thallium flux FluoZin-2 fluorescence. 190,000 compounds, 2.2% hits;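 active = thallium flux slope and its plate-corrected score both differing from the plate sample mean at a set confidence after two filtering rounds, in either direction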;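 note: slope of fluorescence scaled to starting intensity during 10 to 20 s after thallium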
thrombin 1536 = blocks human thrombin protease activity | inhibition, % at 5 µM | alpha-thrombin, Boc-VPR-AMC fluorogenic substrate cleavage | 220,000 compounds, 0.26% hits | P00734 | AID 1046;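 active = inhibition at or above 40%; inactive = inhibition below 40%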;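 note: 0% = enzyme with no compound and 100% = wells without enzyme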
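Material: Human alpha-thrombin protein | Buffer or medium: pH 7.5 Tris-saline with Tween 20 | Reagent: Boc-VPR-AMC substrate, 15 µM final | Schedule: Reaction at ambient temperature | Detection: AMC fluorescence at 355 nm excitation and 460 nm emission | Evaluation: Percent inhibition scaled between no-compound controls and no-enzyme blanks | Controls: no-compound enzyme wells and no-enzyme blanks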
The depositor's hits bear a star; . = not tested or not shown; [ ] = another dose, or the depositor's remark.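 Rule for the calls, unless noted: active = inhibition above about 30% (limit read from the data); inactive = the rest.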

No.	structure	KLK5 inh	eIF4E-4G inh	EBV gp42 block	NCF1 inh	Furin inhibitor
1	CC1CC(C)CN(C(=O)CCNS(=O)(=O)c2cccs2)C1 (stereo unspecified)	-12.9	-2.1	-16.2	-7.4	-11.0
2	CN(C(=O)COC(=O)c1ccc([N+](=O)[O-])cc1)c1ccccc1	22.8	3.6	3.5	-0.3	-15.1
3	CC(C)C(NC(=O)/C=C/c1cccc([N+](=O)[O-])c1)C(C)C	-5.5	-3.5	-11.8	-9.0	-20.5
4	O=S(=O)(Nc1ccc(-c2cn3c(n2)SCC3)cc1)c1cccs1	5.6	1.5	-7.2	-12.0	-4.5
5	CCCCNC(=O)C1CCC(CNS(=O)(=O)c2ccc(C)cc2)CC1 (stereo unspecified)	4.9	-4.4	-7.3	1.3	-17.9
6	COc1ccc(C(=O)Nc2ccc(Cl)cc2C(=O)NCc2ccco2)cc1OC	-12.8	-2.6	-4.9	-12.6	-19.7
7	COc1cc(CNC2CCCc3ccccc32)cc(OC)c1OC (stereo unspecified)	-10.8	2.0[fluorescence artefact?]	-8.9	0.2	-20.8
8	O=S(=O)(N/N=C\c1cccn1-c1ccccc1)c1ccc2ccccc2c1	1.6	-5.0[fluorescence artefact?]	-5.3	-22.9	-22.2[20 µM]
9	CC(=O)Nc1ccc(NC(=O)CN(c2ccc(F)cc2)S(=O)(=O)c2ccc3c(c2)OCCO3)cc1	-4.4	1.9	-0.9	-10.4	-14.1[20 µM]
10	N#Cc1c(C(F)(F)F)cc(-c2cccs2)nc1SCC(=O)O	-0.5	0.5	-10.6	-7.6	-16.6

No.	Rad51 HR inh	14-3-3 Bad PPI	KCC2 mod	thrombin 1536
1	.	6.3[fluorescence artefact?]	-0.035	-0.6
2	-10.9	-11.5	-0.801	12.5
3	10.7	1.5	0.0886	-7.8
4	-9.3	-1.6	-0.23	-3.2
5	2.8	1.4	0.297	-1.9
6	-0.1	-15.3	.	-0.4
7	29.6	21.7	-1.21	-1.4
8	3.0	-8.3[fluorescence artefact?]	0.0332	3.6
9	2.0	-10.5	.	3.3
10	16.7	-1.9	-2.56	-1.8

The list continues:
No.	structure	KLK5 inh	eIF4E-4G inh	EBV gp42 block	NCF1 inh	Furin inhibitor
11	Cc1c(C(N)=O)sc2nc(-c3ccccc3)cn12	1.1	-0.5	-6.3	0.7	-5.0
12	COc1ccc(-c2ccc(/C=C3/C(=N)N4C=CSC4=NC3=O)o2)c([N+](=O)[O-])c1	-33.0	10.0	5.8	2.1	-15.5
13	COc1ccc(-c2nnc(SCC(=O)NCCc3ccc(S(N)(=O)=O)cc3)o2)cc1OC	-6.4	1.9	-9.9	1.5	-15.8
14	CS(=O)(=O)C1=NSC2=NC(=O)/C(=C\c3cccn3-c3ccc(Cl)cc3)C(=N)N21	-27.6	7.0	38.9	-69.9	0.5
15	COCCN(CC(=O)NCc1ccccc1)C(=O)CCC(=O)Nc1nccs1	-11.2	-0.4	-18.2	-16.6	3.9
16	CCCc1[nH]n(-c2nc3ccccc3s2)c(=O)c1C=NCCCN(CC)CC	-4.2	0.8	2.2	-21.3	-13.6
17	O=C(COc1ccc(Cl)cc1Cl)N(Cc1ccco1)C1CCS(=O)(=O)C1 (stereo unspecified)	-4.7	-5.3	-1.7	-0.2	-20.3
18	CCOC(=O)c1nn(-c2cccc(C)c2)cc1C(=O)c1ccccc1	-20.7	-0.2	-16.1	-2.4	1.4[20 µM]
19	CC(C)(C)OC(=O)[C@H](Cc1ccccc1)NC(=O)c1nc[nH]c1C(=O)NCc1ccccc1	2.0	4.2	-7.6	.	-27.9
20	CC(C)(C)C(=O)NCC12C=CC(O1)C1C(=O)N(c3ccccc3)C(=O)C12 (stereo unspecified)	-8.8	2.5	-4.0	-15.1	4.6[20 µM]

No.	Rad51 HR inh	14-3-3 Bad PPI	KCC2 mod	thrombin 1536
11	.	-1.1	.	4.9
12	.	72.7*[fluorescence artefact?]	2.95	-2.7
13	2.9	-1.2	.	-4.9
14	-12.3	0.9	-2.62	-7.4
15	-4.2	-8.0	0.0185	4.8
16	-1.9	3.4	0.293	-11.3
17	-12.4	-3.3	.	0.2
18	.	2.4	-1.06	-3.2
19	0.8	-15.2	-0.766	-2.5
20	-5.5	-9.4	1.89	1.8

Other results follow:
No.	structure	KLK5 inh	eIF4E-4G inh	EBV gp42 block	NCF1 inh	Furin inhibitor
21	CC(O)[C@H]1CNC(=S)N1CCc1cccc(F)c1 (stereo partly specified)	-4.8	-1.2	0.9	-4.5	-27.7
22	COc1ccc(-c2[nH]ncc2CN(C)Cc2cc(C)[nH]n2)c(F)c1	-2.0	0.0	-8.2	-1.9	-33.7
23	COc1ccc(/C=C2\C(=O)NCC(=O)N2Cc2ccccc2)cc1	6.7	-1.6	-6.2	-6.5	-4.4[20 µM]
24	O=C(N1CCOCC1)N(Cc1cccs1)C1CCCC1	33.9	0.6	-6.5	-6.9	-9.4
25	O=c1c(/C=N/O)coc2ccc(Cl)cc12	3.2	-5.4	-7.9	-1.1	-15.9
26	CCOC(=O)c1c(-c2ccc(C)o2)csc1NC(=O)CSc1nnc(C)s1	0.4	6.5[fluorescence artefact?]	-5.8	-32.2	-7.2
27	COc1cccc(NC(=O)Cn2c(CCC(=O)O)ccc2-c2ccccc2)c1	-1.9	-3.4	-0.5	-8.3	-32.3
28	O=C(NCc1ccco1)c1cc2nc(-c3cccs3)cc(C(F)(F)F)n2n1	-1.6	9.3	-10.3	-9.3	4.9
29	CC(C)CCOc1ccc(C(=O)C[N+]2(C)CCOCC2)cc1	0.7	2.1	-24.0	-2.3	-20.5[20 µM]
30	CCOC(=O)c1csc(NC(=O)c2ccc(OC)c(OC)c2)n1	-2.6	6.2	-10.3	-3.8	-29.9

No.	Rad51 HR inh	14-3-3 Bad PPI	KCC2 mod	thrombin 1536
21	0.9	-6.1	-0.565	-8.8
22	3.7	-10.8	-0.01	-4.9
23	-1.2	-24.1	.	3.9
24	-1.8	-15.2	-0.223	15.7
25	12.2	0.2	-0.0212	-1.6
26	-8.1	7.4[fluorescence artefact?]	-0.622	-8.2
27	-1.2	-13.1	-0.782	-7.8
28	-6.6	24.2[fluorescence artefact?]	-0.0837	-1.1
29	1.6	6.2[fluorescence artefact?]	-1.54	-4.9
30	10.1	5.2	-0.828	-17.6

New compounds follow.
No.	structure	KLK5 inh	eIF4E-4G inh	EBV gp42 block	NCF1 inh	Furin inhibitor
31	COc1ccc(N2C(=O)CC(N3CCN(c4ccc(S(C)(=O)=O)cc4)CC3)C2=O)cc1 (stereo unspecified)	7.6	1.9	-17.7	-26.4	-13.3[20 µM]
32	Cc1ccc(/C=N\NC(=O)c2cc(OCC(F)(F)F)ccc2OCC(F)(F)F)cc1	-10.4	1.4	2.7	-11.2	-9.7[20 µM]
33	Fc1ccc(CCNC(=S)Nc2ccc(F)cc2)cc1	6.3	0.4	5.5	-1.9	-10.0
34	CC(C)(C)c1nc(SCC(=O)NCc2cccs2)c2ccccc2n1	-1.9	-0.4	16.7	-0.9	-12.6
35	O=C(NCc1cccs1)c1ccccc1F	11.6	2.7	-11.6	-5.8	-9.6[20 µM]
36	O=C(CN1CCN(c2ccccc2F)CC1)NC(=O)NCc1ccccc1	-3.0	-1.8	7.1	-5.6	-18.9
37	COc1ccccc1-c1cc(C(F)(F)F)nc(S(=O)(=O)CCCC(=O)N2CCOCC2)n1	4.7	3.7	-2.6	4.3	-24.5[20 µM]
38	COc1cccc(C(=O)Oc2ccccc2/C=C\C(=O)c2cc3ccccc3o2)c1	2.2	-3.8[fluorescence artefact?]	-56.8	-18.3	-9.7
39	CSc1ccc(CN(C)CC(=O)NCc2ccccc2)cc1	-15.0	-0.3	-4.7	-1.0	-33.7
40	C=CCn1cn[nH]c1=S	-4.9	2.5	-0.4	-19.6	-16.1

No.	Rad51 HR inh	14-3-3 Bad PPI	KCC2 mod	thrombin 1536
31	-1.4	5.2	.	3.4
32	1.4	-8.5	-0.124	2.4
33	5.5	-0.1	-2.78	-13.8
34	9.6	-3.9	-0.666	-10.2
35	-1.4	3.9	0.528	5.6
36	10.3	-1.8	-0.35	1.2
37	5.5	-20.5	.	-1.7
38	-8.2	1.5	0.539	1.1
39	9.5	-16.4	-0.95	4.7
40	3.9	-5.4	0.634	-8.0

Later entries.
No.	structure	KLK5 inh	eIF4E-4G inh	EBV gp42 block	NCF1 inh	Furin inhibitor
41	O=C1NCCN(Cc2ccoc2)C1CC(=O)N(Cc1ccccc1)CC1CCC1 (stereo unspecified)	2.4	4.1	-13.4	-1.3	-21.8
42	O=C(CN1C(=O)c2ccc([N+](=O)[O-])cc2C1=O)NCc1ccco1	-12.3	3.8	-6.0	-2.1	-7.1
43	CCOC(=O)c1sc2nc(CSc3ccccc3)[nH]c(=O)c2c1C	-5.6	1.1	-20.9	-8.8	-18.4
44	CCOC(=O)Nc1ccc(C)cc1C	2.4	8.2	-2.5	117.0*	-23.0[20 µM]
45	C#CCOc1ccc(/C=C2\SC(=S)N(Cc3cccnc3)C2=O)cc1	-11.2	-3.2	-5.3	10.3	-14.9
46	COc1nc(N)nc(N2CCOCC2)n1	-2.8	-4.7	-5.0	-7.8	-10.8
47	Cn1[nH]c(-c2ccccc2)c(/C=N/O)c1=O	-0.2	0.8	-3.6	-3.8	-20.7
48	CC(=O)c1ccc(N2CCN(C(=O)/C=C/c3cccs3)CC2)cc1	-1.3	-1.5	-7.5	-2.9	-3.7
49	COc1ccc(CNS(=O)(=O)c2ccc(C3CNC(=O)C3)cc2)cc1 (stereo unspecified)	-0.8	-4.0	-3.5	-1.0	-22.7[20 µM]

No.	Rad51 HR inh	14-3-3 Bad PPI	KCC2 mod	thrombin 1536
41	.	-12.0	.	-2.2
42	10.0	0.8	-0.0398	-4.7
43	-2.4	-1.9	-0.485	-7.3
44	-0.3	4.3	-0.882	3.5
45	.	4.1	-0.238	-3.7
46	-1.9	-4.0[fluorescence artefact?]	0.562	-2.0
47	9.9	-7.1	0.0695	-4.8
48	-10.1	9.2	-0.0902	-5.7
49	2.5	8.3[fluorescence artefact?]	-1.47	-3.0

Arranged by SMILES length (smallest number first): 7 of the compounds above
No.	structure	KLK5 inh	eIF4E-4G inh	EBV gp42 block	NCF1 inh	Furin inhibitor
46	COc1nc(N)nc(N2CCOCC2)n1	-2.8	-4.7	-5.0	-7.8	-10.8
47	Cn1[nH]c(-c2ccccc2)c(/C=N/O)c1=O	-0.2	0.8	-3.6	-3.8	-20.7
39	CSc1ccc(CN(C)CC(=O)NCc2ccccc2)cc1	-15.0	-0.3	-4.7	-1.0	-33.7
7	COc1cc(CNC2CCCc3ccccc32)cc(OC)c1OC (stereo unspecified)	-10.8	2.0[fluorescence artefact?]	-8.9	0.2	-20.8
5	CCCCNC(=O)C1CCC(CNS(=O)(=O)c2ccc(C)cc2)CC1 (stereo unspecified)	4.9	-4.4	-7.3	1.3	-17.9
45	C#CCOc1ccc(/C=C2\SC(=S)N(Cc3cccnc3)C2=O)cc1	-11.2	-3.2	-5.3	10.3	-14.9
16	CCCc1[nH]n(-c2nc3ccccc3s2)c(=O)c1C=NCCCN(CC)CC	-4.2	0.8	2.2	-21.3	-13.6

No.	Rad51 HR inh	14-3-3 Bad PPI	KCC2 mod	thrombin 1536
46	-1.9	-4.0[fluorescence artefact?]	0.562	-2.0
47	9.9	-7.1	0.0695	-4.8
39	9.5	-16.4	-0.95	4.7
7	29.6	21.7	-1.21	-1.4
5	2.8	1.4	0.297	-1.9
45	.	4.1	-0.238	-3.7
16	-1.9	3.4	0.293	-11.3
